# D3 ag: qHTS of D3 Dopamine Receptor Agonist: qHTS; D3R DiscoveRx beta-arrestin cells, luminescence, 90 min; D(3) dopamine receptor (Homo sapiens), P35462; max activation, %; 410,000 compounds, 0.58% hits; in the data active = max activation above about 30%; note: 0% is about no effect; mostly tested at two doses, the higher about 12 µM
#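 Agonist-mode cell screen: cells plated at 1500/well and incubated overnight at 37 °C, then exposed to library compounds for 90 min at 37 °C. Detection reagent was added for 30–60 min at room temperature, and luminescence was read.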
# GLP1R cytotox: qHTS of GLP-1 Receptor Inverse Agonists: Cytotox Screen; HEK293 cAMP-luciferase reporter cells, luminescence, 24 h; AID 624418, 2012; 410,000 compounds, 0.13% hits; Potency, µM (top dose mostly 38.3 µM), inactives show top-dose activity change, negative = inhibition, usual class: inhibitors;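 note: loss of luciferase light is scored as toxicity; potency is the fitted concentration of half-maximal effect; % is set by controls: 0 for no effect and ±100 for the full control effect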
#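 Quantitative HTS format, 1536 wells, 200 cells/uL seeded. Compounds: 23 nL, 24 h, 37 °C. Detection: luciferase reagent, luminescence at 12 min RT; decreased signal taken as cytotoxic.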
# WRN helicase inh: qHTS for Inhibitors of WRN Helicase | Potency, µM (highest dose often 114 µM), for the others: at the highest dose activity change, negative = inhibition, actives largely listed as inhibitors | 360,000 compounds, 0.46% hits | WRN helicase unwinding, fluorescent forked duplex, kinetic | AID 651768, 2012; note: potency is the fitted concentration of half-maximal effect; % is set by controls: 0 for no effect and ±100 for the full control effect; nearly all actives have a fitted effect of over 55% in size
#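 Primary qHTS, 1536-well format. 20 nM WRN + compound, 15 min RT; start with 100 nM forked fluorophore/quencher duplex, 2 mM ATP (final); kinetic read ex 525/em 598 nm.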
# PI5P4Ka inh: qHTS for Inhibitors of phosphatidylinositol 5-phosphate 4-kinase (PI5P4K). PI5P4Kalpha enzyme, ADP-Glo luminescence, 60 min; active compounds read low. max response, %. 330,000 compounds, 1.2% hits; active = max response of -50% or lower; inconclusive = between -30% and -50%; inactive = -30% or higher; note: value at the top dose of about 77 µM; % is set by controls: 0 for no effect and ±100 for the full control effect
# Target sequence (P48426 whole entry, looked up): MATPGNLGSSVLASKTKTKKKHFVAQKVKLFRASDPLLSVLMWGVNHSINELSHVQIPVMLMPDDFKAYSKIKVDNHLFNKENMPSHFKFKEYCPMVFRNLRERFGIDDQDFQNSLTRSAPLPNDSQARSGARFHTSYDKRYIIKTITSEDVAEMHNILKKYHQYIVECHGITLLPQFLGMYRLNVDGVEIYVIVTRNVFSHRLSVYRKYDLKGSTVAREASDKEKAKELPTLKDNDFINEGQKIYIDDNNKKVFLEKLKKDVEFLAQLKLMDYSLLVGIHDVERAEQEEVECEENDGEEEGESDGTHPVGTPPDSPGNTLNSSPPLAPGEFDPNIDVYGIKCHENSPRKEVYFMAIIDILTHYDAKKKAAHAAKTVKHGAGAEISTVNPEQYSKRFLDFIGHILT
#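 Single end-point luminescence (ADP-Glo) quantified ADP from PI5P4Kalpha turnover; ATP 5 microM final, 1 h at RT, 0.1% CHAPS and 0.28 mM EGTA in HEPES pH 7.4.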
# GLP1R ag: qHTS of GLP-1 Receptor Agonists | Glucagon-like peptide 1 receptor (Homo sapiens), P43220 | HEK293 GLP-1R CRE-luciferase, luminescence, 4-6 h; cells express a hypersensitive GLP-1R form | Potency, µM (highest dose often 45.6 µM), inactives show at the highest dose activation, usual class: activators | 380,000 compounds, 0.007% hits | AID 624172, 2012; note: potency is the fitted concentration of half-maximal effect; % of control where 0% means no effect
# Target sequence (P43220 whole entry, looked up): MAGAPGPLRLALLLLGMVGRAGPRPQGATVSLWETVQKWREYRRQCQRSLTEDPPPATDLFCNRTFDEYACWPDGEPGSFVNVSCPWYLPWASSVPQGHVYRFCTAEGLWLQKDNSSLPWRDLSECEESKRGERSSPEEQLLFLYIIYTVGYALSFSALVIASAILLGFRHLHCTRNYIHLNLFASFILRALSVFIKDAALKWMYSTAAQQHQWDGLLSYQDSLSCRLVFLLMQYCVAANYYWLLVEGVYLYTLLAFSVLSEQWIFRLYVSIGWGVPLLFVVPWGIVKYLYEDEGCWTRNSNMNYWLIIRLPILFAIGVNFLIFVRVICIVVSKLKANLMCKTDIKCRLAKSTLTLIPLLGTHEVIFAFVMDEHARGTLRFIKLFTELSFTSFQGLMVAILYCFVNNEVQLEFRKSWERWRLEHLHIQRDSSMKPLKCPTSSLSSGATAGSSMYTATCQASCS
# IL2 activator: qHTS of IL-2 Activators | activation, % (series mostly up to about 46 µM) | 360,000 compounds, 0.065% hits | IL-2 activation reporter assay, cell-based qHTS; stimulated with anti-CD3/CD4/CD28 beads; in transgenic mouse T cells; in the data active = activation above about 50%; inconclusive = mostly about 30% to 49%; note: 0% is about no effect
#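 Using fluorescent plate cytometry, EGFP and DsRed are detected in transgenic mouse T cells stimulated 18 h at 37 degrees C with antibody-coated beads after 60 min compound pretreatment.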
# D3 antag: qHTS of D3 Dopamine Receptor Antagonist: qHTS. D(3) dopamine receptor (Homo sapiens), P35462. D3R cells, DiscoveRx beta-arrestin luminescence, antagonist mode; active compounds read low. max response, negative = inhibition, %. 360,000 compounds, 2.5% hits; in the data active = max response below about -50%; inconclusive = no clear call, values can overlap the other calls; note: % is set by controls: 0 for no effect and ±100 for the full control effect; mostly tested at two doses, the higher about 12 µM
#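 Cells plated overnight at 1500 cells/well, then exposed to library compounds with dopamine controls for 90 minutes at 37 degrees C. DiscoveRx reagent added for 30–60 minutes at room temperature; luminescence read, quantitative HTS format.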
# GLP-1R inv ag: qHTS of GLP-1 Receptor Inverse Agonists (Inhibition Mode); 410,000 compounds, 1.6% hits; Potency, µM (top dose mostly 38.3 µM), inactives show top-dose activity change, negative = inhibition, actives largely listed as inhibitors; HEK293 GLP-1R CRE-luciferase, luminescence, 24 h; GLP-1R form is constitutively active; Glucagon-like peptide 1 receptor (Homo sapiens), P43220; note: potency is the fitted concentration of half-maximal effect; % is set by controls: 0 for no effect and ±100 for the full control effect; nearly all actives have a fitted effect of over 55% in size
#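 GLP-1R inverse agonism mode: basal reporter luminescence in engineered HEK293 cells measured after one day of compound exposure at 37 deg C, with a 12 min room-temperature detection step.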
# PLK1 PBD block: qHTS for Inhibitors of PLK1-PDB (polo-like kinase 1 - polo-box domain): Primary Screen; Plk1 PBD binding of FITC phosphopeptide, fluorescence polarization; 360,000 compounds, 2.8% hits; Serine/threonine-protein kinase PLK1 (Homo sapiens), P53350; Potency, µM, without a hit: max response, negative = inhibition, most hits filed as inhibitors; note: potency is the fitted concentration of half-maximal effect; series mostly up to about 57 µM; % is set by controls: 0 for no effect and ±100 for the full control effect; nearly all actives have a fitted effect of over 65% in size
# The depositor's hits bear a star; i = inactive; ? = inconclusive; . = no result given; [ ] = remark or other dose. Unless noted, calls come from the whole dose curve; as a rule, active = well fitted curve in the direction sought with a large enough effect; inconclusive = small, poorly fitted or top-dose-only effect, or another doubt; inactive = no such curve, though single readings can be large; an effect the other way counts as inactive or inconclusive.
SMILES,GLP1R ag,GLP1R cytotox,GLP-1R inv ag,PI5P4Ka inh,IL2 activator,WRN helicase inh,PLK1 PBD block,D3 ag,D3 antag
Cn1c(SCc2ccccc2)nnc1-c1cccs1,-9.4%,-19.3%,-8.8%,-0.5,-0.5,5.1%,-1.6%,7.8,7.8
CC(C(=O)OCc1nnc(-c2ccccc2)o1)N1C(=O)c2ccccc2C1=O (configuration not stated),-5.4%,-5.7%,11.9%,1.3,0.8,-2.7%,0.8%,6.3,29.9
O=C(NC(CO)Cc1ccc([N+](=O)[O-])cc1)C(Cl)Cl (configuration not stated),3.0%,0.0%,-9.4%,-8.8,-3.4,15.3%,-9.3%,-21.9,-23.8
O=C(O)C/C=C(/NC(=O)OCc1ccccc1)C(=O)OCc1ccccc1,3.1%,0.8%,-3.4%,-1.1,-0.3,-9.5%,7.3%,1.7,3.9
COc1ccc([N+](=O)[O-])cc1NCC(=O)c1ccc(C)cc1,10.9%,1.8%,10.5%,-2.2,0.2,2.2%,-7.5%,-8.1,19.6
COc1ccc(CNC(=O)COC(=O)/C=C/c2ccc(Cl)cc2)cc1,1.6%,1.4%,10.1%,9.1,1.0,-4.9%,-6.6%,-0.5,11.4
O=C(CSc1nc2ccc(Nc3nc(N4CCOCC4)nc(N4CCOCC4)n3)cc2s1)Nc1ccccc1Cl,10.1%,2.8%,17.7%,7.4,-3.7,-21.2%,-29.2%,4.8,4.0
CC(C)C(=O)N1N=C(c2ccc(NS(C)(=O)=O)cc2)CC1c1cccs1 (configuration not stated),10.6%,-8.2%,-9.9%,-12.2,-5.6,-10.0%,-12.7%,-23.7,-23.6
C[C@H]1CN([C@@H](C)CO)C(=O)c2cc(Br)cnc2O[C@H]1CN(C)C(=O)c1ccccn1,-3.0%,1.1%,-3.7%,3.1,2.2,-7.3%,-6.2%,-4.7,6.2
Oc1ccc(/C=C/c2ccc3ccccc3n2)cc1,20.4%,175.6%[activator],?,-23.0,-3.3,0.8%,3.8%,-1.4,5.2
CC(C)OC(=O)c1cc(C(=O)c2cc(F)ccc2O)coc1=N,0.9%,-5.0%,1.6%,-0.3,0.9,0.5%,-3.1%,-1.9,-20.3
CN(c1ccccc1)S(=O)(=O)c1cccc(NC(=O)c2ccc(=O)[nH]n2)c1,-0.7%,23.7%,-26.6%,?,-0.3,?,-18.5%,-4.8,-13.0
COC(=O)c1cccc(N(C(=O)c2ccco2)C(C(=O)NC2CCCC2)c2ccco2)c1 (configuration not stated),-1.3%,12.6%,2.7%,-6.1,-0.5,-3.4%,-5.2%,-13.0,-4.9
COc1cc(C(=O)NCC(c2cccnc2)N2CCN(c3ccccc3)CC2)cc(OC)c1OC (configuration not stated),1.2%,1.0%,-6.3%,5.8,-3.2,5.3%,-2.1%,-9.0,0.0
CN(C)C(CNc1ncnc2sccc12)c1cccs1 (configuration not stated),-2.7%,1.2%,-19.0%,-0.5,-0.2,9.3%,-19.7%,-14.7,-20.4
O=C(CNC(=O)c1n[nH]c2ccccc12)Nc1ccc(F)c(F)c1F,-28.2%,-4.6%,-17.3%,2.7,0.2,1.7%,0.7%,-1.7,21.6
CC(C)NC(=O)C1(C)CCN1Cc1cccc(C#N)c1 (configuration not stated),-6.4%,6.8%,8.9%,0.5,-0.7,-4.9%,-2.1%,1.1,47.1
COc1ccnc(CSC(N)=Nc2cccc(C(F)(F)F)c2)c1,12.2%,14.4%,11.2µM*,-0.2,-5.3,0.2%,-21.0%,-23.3,-50.8*
COc1ccc(Br)cc1CNc1ccccc1,5.3%,3.9%,?,-3.0,-0.1,2.4%,-14.6%,-4.2,-27.2
CCCOc1ccc2nc(C)c(CCC)c(SC(=N)N)c2c1,2.8%,1.5%,18.8%,-4.5,0.1,1.5%,0.0%,3.8,3.5
Cc1ccc(C)c(S(=O)(=O)NCCCc2ccccc2)c1,18.0%,3.9%,?,6.2,-1.8,?,-7.3%,0.3,7.2
Cc1cnn(Cc2ccccc2)c1N,5.0%,22.6%,11.4%,-2.9,-1.9,-2.0%,-0.9%,0.4,14.7
CC(C)Cc1cc(C(=O)Nc2cccc(O)c2)no1,-5.7%,-1.8%,?,-21.3,0.0,-3.2%,-6.1%,-0.3,-12.3
CC1(C)CC(=O)C/C(=N/NC(=O)C2CCN(S(=O)(=O)c3cccs3)CC2)C1,6.6%,5.5%,14.7%,1.3,-1.3,6.2%,-11.6%,-4.1,-22.8
Cc1nc2nc(COc3ccccc3)[nH]n2c(=O)c1Cc1ccccc1,-3.9%,-4.6%,0.0%,.,-3.1,-9.2%,-8.4%,4.3,-19.5
C=C(C)CNC(=S)N1CCN(C(c2ccccc2)c2ccccc2)CC1,10.5%,2.7%,?,-5.4,0.2,-0.8%,-2.6%,-8.0,-6.4
CC(=O)c1ccc(NC(=S)N2CCN(C(=S)Nc3ccc(C(C)=O)cc3)C(C)C2)cc1 (configuration not stated),2.1%,-3.5%,-2.1%,2.0,-0.8,1.4%,-19.5%,-4.2,-13.4
OC(CCN1CC2CCC(CC2)C1)(Cc1ccccc1)c1ccco1 (configuration not stated),-2.7%,15.0%,?,-9.4,-0.9,-13.8%,-21.3%,-2.1,-7.9
Cc1ccc(-n2c(=S)[nH]c3[nH]ncc3c2=O)cc1,-5.4%,6.6%,8.1%,-21.3,-0.1,-1.4%,?,-1.5,12.9
O=C(COc1ccc(S(=O)(=O)N2CCCCC2)cc1)N1CCOCC1,-7.7%,16.4%,1.0%,-0.6,-3.0,-29.8%,-6.1%,-1.9,3.7
CC(=O)Nc1sc2c(c1C(c1cccs1)N1CCOCC1)CCCC2 (configuration not stated),-3.1%,11.4%,5.5%,-3.0,0.4,1.3%,-20.5%,-2.0,0.0
O=C(CN1CCc2cc3c(cc2C1)OCCCO3)Nc1cccc(Br)c1,10.1%,-2.7%,?,2.6,-3.6,-9.7%,-4.6%,-14.3,?
COc1cccc(C(N)c2nc(-c3cc(F)cc(F)c3)cs2)c1 (configuration not stated),-7.5%,-4.9%,?,9.0,1.0,0.2%,-2.2%,-11.4,0.0
CC(C)CCNC(=O)C(NS(=O)(=O)c1ccc2c(c1)c(=O)n(C)c(=O)n2C)c1ccccc1 (configuration not stated),-2.9%,7.3%,4.3%,3.2,-1.7,1.2%,-25.8%,11.1,7.4
O=C(CCCC(=O)OCC1CCCO1)OCC1CCCO1 (configuration not stated),0.0%,55.6%,18.5%,1.5,-0.2,-3.2%,-5.8%,-1.4,?
COc1ccc(C(=O)Nc2cccc(-c3ccc(N4CCOCC4)nn3)c2)cc1,10.0%,-27.5%,2.1%,-8.4,-2.3,-5.8%,3.2%,-4.3,5.3
O=C(NCc1ccco1)c1ccc(S(=O)(=O)N2CCCCC2)cc1,2.3%,5.3%,-13.0%,-1.6,8.2,-10.1%,-2.6%,-1.0,5.1
COc1ccc(NC(=O)Oc2cc(C)ccc2C(C)C)cc1,12.8%,i,33.6%[activator],-0.9,0.7,-3.1%,-6.5%,-2.1,8.5
CCc1ccc(NC(=S)N2CCNC(=O)C2CC(=O)OC)cc1 (configuration not stated),7.4%,-6.3%,14.6%,-1.5,0.2,6.7%,-4.4%,3.0,-9.0
CCOC(=O)c1ccc2[nH]c(C)c(CCC(C)=O)c(=O)c2c1,-4.7%,19.0%,18.2%,.,-0.1,5.7%,-1.2%,1.9,18.2

# Taken from above.
# D3 antag result of CC(=O)c1ccc(NC(=S)N2CCN(C(=S)Nc3ccc(C(C)=O)cc3)C(C)C2)cc1 (configuration not stated) is entered as -13.4
# GLP-1R inv ag result of CN(C)C(CNc1ncnc2sccc12)c1cccs1 (configuration not stated) is entered as -19.0%
# D3 ag result of CC(C)OC(=O)c1cc(C(=O)c2cc(F)ccc2O)coc1=N is entered as -1.9
# D3 antag result of CC(C(=O)OCc1nnc(-c2ccccc2)o1)N1C(=O)c2ccccc2C1=O (configuration not stated) is entered as 29.9

# More records:
SMILES,GLP1R ag,GLP1R cytotox,GLP-1R inv ag,PI5P4Ka inh,IL2 activator,WRN helicase inh,PLK1 PBD block,D3 ag,D3 antag
O=C(c1cccs1)N1CCN(S(=O)(=O)c2ccccc2)CC1,-1.6%,0.0%,-9.0%,0.8,0.9,-0.7%,-4.8%,3.4,3.6
CCCCn1c(=O)c(CCC(=O)O)nc2ccccc21,1.5%,-0.1%,32.6%[activator],1.7,0.6,-9.0%,-3.6%,-0.2,11.4
COCC(=O)Nc1cc(C(=O)NCCc2ccccc2)ccc1Cl,9.6%,-11.0%,0.0%,-2.9,-0.6,-5.9%,0.6%,-3.5,-23.3
Fc1ccc(NC(=S)N2CCCCC2)cc1,-7.1%,-17.1%,-10.0%,-5.4,-1.2,-9.3%,-4.0%,1.9,4.0

# Not a retest: three of the compounds above.
SMILES,GLP1R ag,GLP1R cytotox,GLP-1R inv ag,PI5P4Ka inh,IL2 activator,WRN helicase inh,PLK1 PBD block,D3 ag,D3 antag
CC(=O)Nc1sc2c(c1C(c1cccs1)N1CCOCC1)CCCC2 (configuration not stated),-3.1%,11.4%,5.5%,-3.0,0.4,1.3%,-20.5%,-2.0,0.0
O=C(CN1CCc2cc3c(cc2C1)OCCCO3)Nc1cccc(Br)c1,10.1%,-2.7%,?,2.6,-3.6,-9.7%,-4.6%,-14.3,?
COc1cccc(C(N)c2nc(-c3cc(F)cc(F)c3)cs2)c1 (configuration not stated),-7.5%,-4.9%,?,9.0,1.0,0.2%,-2.2%,-11.4,0.0
